TNAP inhibition: human TNAP enzyme inhibitors, biochemical, luminescent (AID 518). purified TNAP enzyme, luminescent substrate readout; higher % means a stronger effect. inhibition, % at 20 µM; hits with a dose series show IC50 in µM. 64,000 tested, 0.09% active; in the data active = a potency from the dose series; inactive = the rest, 99 in 100 with inhibition below about 22%;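 also: plate controls were vehicle for no effect and reference inhibitor for full effect; many of its hits are not listed in these tables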
Spn DPM-DC inh: S. pneumoniae DPM-DC inhibitors, primary screen, biochemical, PK/LDH-coupled NADH fluorescence; calls only at 10 µM; 65,000 tested, 0.49% active; AID 556, 2006; diphosphomevalonate decarboxylase (Streptococcus pneumoniae D39); purified DPM-DC;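 active = the 320 compounds with the highest percent inhibition in the single-dose primary screen, excluding strongly autofluorescent ones, cut at about 32% in these data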;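 also: kinetic rate of NADH fluorescence loss reporting ADP formed by the decarboxylase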
HT1080 cytotoxicity: cytotoxicity in HT1080 fibrosarcoma cells, cell-based, fluorescence readout (AID 620); HT1080 viability, fluorescence; higher % means a stronger effect; 87,000 tested, 0.42% active; one-dose cytotoxicity, % at 10 µM; EC50 in µM for titrated hits;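 also: cells exposed to compound overnight then 4 h with Alamar Blue; 0% = vehicle DMSO and 100% = killing control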
KRASV12 cytotoxicity: cytotoxicity in KRAS-transformed pancreatic duct cells, primary screen, cell-based, fluorescence, HTS (AID 431); one-dose cytotoxicity, % at 10 µM; EC50 in µM for titrated hits; HPDE-C7K KRASV12 cells, Alamar Blue viability, 48 h; higher % means a stronger effect; 63,000 tested, 1.7% active;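 active = compounds whose percent cytotoxicity in the single-dose primary screen, scaled between solvent and toxic-drug controls, exceeds 50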;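 also: 0% = DMSO solvent wells and 100% = doxorubicin-treated wells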
PMK inhibit: S. pneumoniae PMK inhibitors, primary screen, biochemical, mevalonate pathway, pilot trial included. AID 539, 2006. phosphomevalonate kinase (Streptococcus pneumoniae D39). purified PMK, PK/LDH-coupled NADH absorbance 340 nm. inhibition, % at 10 µM. 65,000 tested, 0.49% active;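 active = top-ranked compounds by inhibition in the single 10 µM screen, taking a fixed number of the strongest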;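 also: 0% = full reaction with DMSO carrier and 100% = background rate without enzyme reaction; no value below 0 was filed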
HPDE-C7 cytotoxicity: cytotoxicity in HPDE-C7 cells, cell-based, fluorescence, HTS (AID 430); HPDE-C7 pancreatic duct cells viability, fluorescence; higher % means a stronger effect; 63,000 tested, 1.8% active; cytotoxicity, % at 10 µM, or EC50 in µM where a hit was titrated;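 also: cells exposed to compound for 48 hours before viability readout; 0% = vehicle and 100% = reference cytotoxic drug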
LYP inhibition: LYP phosphatase inhibitors, primary screen, biochemical, DiFMUP fluorescence, recombinant catalytic domain, 10 µM (AID 606); Tyrosine-protein phosphatase non-receptor type 22 (Homo sapiens); recombinant LYP catalytic domain, DiFMUP fluorescence; higher % means a stronger effect; inhibition, % at 10 µM; hits with a dose series show IC50 in µM; 52,000 tested, under 10 active;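 active = IC50 under 40 µM in the dose-response test; inactive = IC50 of 40 µM or more, or never dose-tested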
Bfl-1 displacement: Bfl-1 inhibitors, primary screen, biochemical, fluorescence polarization, FITC-Bid, mouse (AID 432); one-dose displacement, % at 20 µM; IC50 in µM for titrated hits; FITC-Bid BH3 peptide fluorescence polarization displacement; higher % means a stronger effect; 64,000 tested, 0.02% active; Bcl-2-related protein A1 (Mus musculus); in the data active = a potency from the dose series; inactive = the rest, 99 in 100 with displacement below about 15%; also: strong numbers were not always called active
MK inhibit: S. pneumoniae MK inhibitors, primary screen, biochemical, PK/LDH-coupled NADH absorbance; purified MK, PK/LDH-coupled NADH absorbance 340 nm; AID 555, 2006; mevalonate kinase [Streptococcus pneumoniae D39]; inhibition, % at 10 µM; 65,000 tested, 0.48% active;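 active = ranked among the strongest by inhibition in the single 10 µM screen, a fixed top-ranked set picked for dose follow-up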; also: no value below 0 was filed
PMK inhibit pilot replicates: also measured in PMK inhibit; calls as there; inhibition, %; measured here: pilot screen replicates
MK inhibit pilot replicates: recorded beside MK inhibit, whose call it bears; inhibition, %; measured here: pilot screen replicates
Spn DPM-DC inh pilot screen %: second read-out of Spn DPM-DC inh, no call of its own (marks repeat the call); inhibition, %; measured here: pilot screen trials
The depositor's hits bear a star. Rule as the data show it, unless noted: active = cytotoxicity above about 50%; inactive = the rest.

Results for COC(=O)c1ccccc1NC(=O)C1CC(=O)N(c2ccccc2)C1 (stereo not drawn) ?
TNAP inhibition: 11.4%; Spn DPM-DC inh: inactive; HT1080 cytotoxicity: 2.1%; KRASV12 cytotoxicity: -10.4%; PMK inhibit: 6.0; HPDE-C7 cytotoxicity: -17.3%; Bfl-1 displacement: -5.6%; MK inhibit: 6.0; PMK inhibit pilot replicates: 1.5; MK inhibit pilot replicates: 0.0; Spn DPM-DC inh pilot screen %: 3.5

How did CCCCNC(=O)c1nc2ncc(Br)cn2n1 do in these assays?
TNAP inhibition: 14.2%; Spn DPM-DC inh: inactive; HT1080 cytotoxicity: 2.1%; KRASV12 cytotoxicity: -18.2%; PMK inhibit: 2.0; HPDE-C7 cytotoxicity: -27.7%; LYP inhibition: 0.2%; Bfl-1 displacement: -5.1%; MK inhibit: 2.0; PMK inhibit pilot replicates: 0.0; MK inhibit pilot replicates: 2.5; Spn DPM-DC inh pilot screen %: 5.0

How did CC(C)COC(=O)n1c(SCC(=O)N(C)C)nc2ccccc21 do in these assays?
TNAP inhibition: 14.0%; Spn DPM-DC inh: inactive; HT1080 cytotoxicity: 3.1%; KRASV12 cytotoxicity: -6.4%; PMK inhibit: 9.0; HPDE-C7 cytotoxicity: -24.9%; LYP inhibition: 6.2%; Bfl-1 displacement: -3.9%; MK inhibit: 5.0

How did COc1ccc(Cn2c(CCCO)nc3ccccc32)cc1OC do in these assays?
TNAP inhibition: 12.3%; Spn DPM-DC inh: inactive; HT1080 cytotoxicity: 4.8%; KRASV12 cytotoxicity: -14.9%; PMK inhibit: 0.0; HPDE-C7 cytotoxicity: -29.7%; LYP inhibition: 11.6%; Bfl-1 displacement: 0.9%; MK inhibit: 5.0; PMK inhibit pilot replicates: 0.5; MK inhibit pilot replicates: 1.0; Spn DPM-DC inh pilot screen %: 0.0

What do the screens show for `Cc1nn2c(N3CCN(c4ccccn4)CC3)cc(C(C)C)nc2c1-c1ccccc1`?
TNAP inhibition: 12.6%; Spn DPM-DC inh: inactive; HT1080 cytotoxicity: 0.0%; KRASV12 cytotoxicity: 16.5%; PMK inhibit: 4.0; HPDE-C7 cytotoxicity: 3.1%; LYP inhibition: 8.9%; Bfl-1 displacement: -9.1%; MK inhibit: 5.0

Results for CC(CNC(=O)C1CCCCC1)NC(=O)C1CCCCC1 (stereo not drawn) ?
TNAP inhibition: 1.9%; Spn DPM-DC inh: inactive; HT1080 cytotoxicity: -2.9%; KRASV12 cytotoxicity: -20.0%; PMK inhibit: 10.0; HPDE-C7 cytotoxicity: -17.0%; LYP inhibition: 9.8%; Bfl-1 displacement: 1.4%; MK inhibit: 8.0

How did CN1C(=O)C2(C(C#N)=C(N)Oc3n[nH]c(-c4ccc(Cl)cc4)c32)c2ccccc21 (stereo not drawn) do in these assays?
TNAP inhibition: 12.8%; Spn DPM-DC inh: inactive; HT1080 cytotoxicity: -35.7%; KRASV12 cytotoxicity: 6.9%; PMK inhibit: 6.0; HPDE-C7 cytotoxicity: 11.8%; LYP inhibition: -0.2%; Bfl-1 displacement: 1.4%; MK inhibit: 7.0

How did O=C(Nc1cn(-c2ccccc2)nc1-c1cccs1)c1ccco1 do in these assays?
TNAP inhibition: 17.1%; Spn DPM-DC inh: inactive; HT1080 cytotoxicity: -2.8%; KRASV12 cytotoxicity: -0.7%; PMK inhibit: 7.0; HPDE-C7 cytotoxicity: -14.1%; LYP inhibition: 17.4%; Bfl-1 displacement: 2.8%; MK inhibit: 0.0

Results for CN(C)CCCNC(=O)CC(c1ccccc1)c1ccccc1O (stereo not drawn) ?
TNAP inhibition: -7.4%; Spn DPM-DC inh: inactive; HT1080 cytotoxicity: 5.3%; KRASV12 cytotoxicity: -1.1%; PMK inhibit: 4.0; HPDE-C7 cytotoxicity: -11.4%; LYP inhibition: 17.3%; Bfl-1 displacement: -7.4%; MK inhibit: 8.0

How did COc1cc2cc(CN(CCO)S(=O)(=O)c3ccccc3Cl)c(=O)[nH]c2cc1OC do in these assays?
TNAP inhibition: 9.3%; Spn DPM-DC inh: inactive; HT1080 cytotoxicity: 16.3%; KRASV12 cytotoxicity: -1.6%; PMK inhibit: 6.0; HPDE-C7 cytotoxicity: -5.1%; LYP inhibition: 5.8%; Bfl-1 displacement: 1.7%; MK inhibit: 8.0

What do the screens show for `CCOC(=O)CSc1nnc(Cn2nnc(-c3ccccc3)n2)n1C`?
TNAP inhibition: 4.1%; Spn DPM-DC inh: inactive; HT1080 cytotoxicity: 6.8%; KRASV12 cytotoxicity: 3.5%; PMK inhibit: 6.0; HPDE-C7 cytotoxicity: 6.8%; LYP inhibition: 18.3%; Bfl-1 displacement: -2.1%; MK inhibit: 6.0

How did Cc1nnc(SCc2ccc(Cl)cc2)n1CC1CCCO1 (stereo not drawn) do in these assays?
TNAP inhibition: 8.2%; Spn DPM-DC inh: inactive; HT1080 cytotoxicity: -9.8%; KRASV12 cytotoxicity: 7.0%; PMK inhibit: 7.0; HPDE-C7 cytotoxicity: 2.4%; LYP inhibition: -10.8%; Bfl-1 displacement: -4.7%; MK inhibit: 5.0

What do the screens show for `N#C/C(=C(/O)CN1CCOCC1)c1nc2ccccc2s1`?
TNAP inhibition: 11.7%; Spn DPM-DC inh: inactive; HT1080 cytotoxicity: -2.3%; KRASV12 cytotoxicity: 3.0%; PMK inhibit: 10.0; HPDE-C7 cytotoxicity: 1.3%; Bfl-1 displacement: 0.8%; MK inhibit: 10.0; PMK inhibit pilot replicates: 7.0; MK inhibit pilot replicates: 8.0; Spn DPM-DC inh pilot screen %: 4.0

Results for O=C(CSc1nc(O)c(Cc2ccccc2F)c(=O)[nH]1)N1CCCCCC1 ?
TNAP inhibition: 2.8%; Spn DPM-DC inh: inactive; HT1080 cytotoxicity: -1.3%; KRASV12 cytotoxicity: 6.5%; PMK inhibit: 6.0; HPDE-C7 cytotoxicity: -3.7%; LYP inhibition: 1.2%; Bfl-1 displacement: -1.0%; MK inhibit: 3.0

What do the screens show for `O=C(CSc1nc(N2CCCCC2)nc(N2CCCCC2)n1)c1ccccc1`?
TNAP inhibition: 13.2%; Spn DPM-DC inh: inactive; HT1080 cytotoxicity: -6.6%; KRASV12 cytotoxicity: 1.1%; PMK inhibit: 14.0; HPDE-C7 cytotoxicity: -0.2%; LYP inhibition: -6.2%; Bfl-1 displacement: -5.1%; MK inhibit: 3.0

Results for CSc1nsc(SC)c1NC(=O)OCc1ccccc1 ?
TNAP inhibition: 18.8%; Spn DPM-DC inh: inactive; KRASV12 cytotoxicity: 1.3%; PMK inhibit: 11.0; HPDE-C7 cytotoxicity: -2.9%; Bfl-1 displacement: 2.0%; MK inhibit: 2.0

How did C=CCn1c(NC(=O)c2ccc(C)cc2)c(C#N)sc1=N do in these assays?
TNAP inhibition: 8.3%; Spn DPM-DC inh: inactive; HT1080 cytotoxicity: -3.3%; KRASV12 cytotoxicity: -7.8%; PMK inhibit: 15.0; HPDE-C7 cytotoxicity: 4.8%; Bfl-1 displacement: -6.4%; MK inhibit: 7.0

What do the screens show for `C/C(O)=c1/ccc2cccc3nc(C)nc1c23`?
TNAP inhibition: 11.1%; Spn DPM-DC inh: inactive; HT1080 cytotoxicity: -3.0%; KRASV12 cytotoxicity: 2.6%; PMK inhibit: 14.0; HPDE-C7 cytotoxicity: 6.3%; LYP inhibition: 4.5%; Bfl-1 displacement: 70.3%; MK inhibit: 0.0

Results for CSC1=C(C#N)C(c2cccc(Br)c2)CC(=O)N1 (stereo not drawn) ?
TNAP inhibition: 11.7%; Spn DPM-DC inh: inactive; KRASV12 cytotoxicity: 14.1%; PMK inhibit: 16.0; HPDE-C7 cytotoxicity: 1.7%; Bfl-1 displacement: 2.1%; MK inhibit: 0.0

How did O=C(Nc1nncs1)c1ccc(N2C(=O)C3C4C=CC(C4)C3C2=O)cc1 (stereo not drawn) do in these assays?
TNAP inhibition: 1.0%; Spn DPM-DC inh: inactive; HT1080 cytotoxicity: 0.7%; KRASV12 cytotoxicity: 10.1%; PMK inhibit: 6.0; HPDE-C7 cytotoxicity: 1.6%; LYP inhibition: 0.9%; Bfl-1 displacement: -4.6%; MK inhibit: 6.0

How did Oc1ccc(-c2nc3ccccn3c2NCc2ccc3c(c2)OCO3)cc1 do in these assays?
TNAP inhibition: 14.2%; HT1080 cytotoxicity: 7.6%; KRASV12 cytotoxicity: -15.9%; PMK inhibit: 17.0; HPDE-C7 cytotoxicity: 3.6%; LYP inhibition: -9.5%; Bfl-1 displacement: -0.8%; MK inhibit: 6.0

What do the screens show for `COc1ccc(-c2oc(/N=C/N3CCOCC3)c(C#N)c2-c2ccc(OC)cc2)cc1`?
TNAP inhibition: 14.1%; Spn DPM-DC inh: inactive; HT1080 cytotoxicity: 9.4%; KRASV12 cytotoxicity: -5.9%; PMK inhibit: 0.0; HPDE-C7 cytotoxicity: -7.7%; LYP inhibition: 3.8%; Bfl-1 displacement: -4.1%; MK inhibit: 6.0

How did CCn1c(CNC(=O)c2ccccc2)nc2ccccc21 do in these assays?
Spn DPM-DC inh: inactive; HT1080 cytotoxicity: 21.7%; PMK inhibit: 6.0; MK inhibit: 6.0

How did CC1CC(C)CN(C(=O)COC(=O)c2cc3ccccc3cc2O)C1 (stereo not drawn) do in these assays?
TNAP inhibition: 6.8%; Spn DPM-DC inh: inactive; HT1080 cytotoxicity: -6.6%; KRASV12 cytotoxicity: -9.3%; PMK inhibit: 7.0; HPDE-C7 cytotoxicity: -4.1%; LYP inhibition: 4.2%; Bfl-1 displacement: -4.9%; MK inhibit: 0.0

How did CC1CC(C)CN(C(=O)Cn2c(=O)n(CCCCC(=O)NCc3ccco3)c(=O)c3ccccc32)C1 (stereo not drawn) do in these assays?
TNAP inhibition: 12.3%; Spn DPM-DC inh: inactive; HT1080 cytotoxicity: 2.0%; KRASV12 cytotoxicity: -1.5%; PMK inhibit: 18.0; HPDE-C7 cytotoxicity: -0.1%; LYP inhibition: 6.2%; Bfl-1 displacement: -0.6%; MK inhibit: 0.0

Assay outcomes from PubChem.
